MRP resist rev: reversal of MRP1-mediated doxorubicin resistance, primary screen, H69AR cells, doxorubicin co-treatment | H69AR cells + 2 uM doxorubicin, CellTiter-Glo, 72 h | differential viability (reversal), % at 10 µM | 0.04% of 85,000 active | AID 602, 2007;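 active = viability drop by adding the cancer drug above about 55%, with treated viability meeting a 40% cutoff, limit read from the data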;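 also: viability without doxorubicin minus viability with 2 µM doxorubicin for each compound; larger differential means the compound sensitizes cells more to doxorubicin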
Bcl-B TR3 displacers: displacers of TR3 peptide from Bcl-B, primary screen, selectivity assay for Bfl-1 inhibitor project, biochemical, fluorescence polarization | Bcl-2-like protein 10 (Homo sapiens) | one-dose displacement, % at 20 µM; IC50 in µM for titrated hits | 0.11% of 96,000 active | FP displacement of FITC-TR3 peptide from Bcl-B; higher % means a stronger effect | AID 748, 2007;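 active = displacement above 50% at 20 µM plus a fluorescence interference ratio under 1.5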;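 also: plate controls were wells without compound for no effect and wells lacking Bcl-B protein for full effect; a part of the inactive calls stands beside numbers as strong as those of hits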
IL1B NFkB pot: enhancers of NFkB p65 translocation in HUVEC – imaging, IL-1B stimulus, high-content imaging, primary screen; HUVEC IL-1B NFkB p65 nuclear translocation imaging; activation, % at 2 µM; 0.3% of 94,000 active; AID 819, 2007;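 active = activation above 40%, about the mean plus 3 SD, also judged a hit on visual image review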;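 also: percent activation is computed from the nuclear over cytoplasmic p65 intensity ratio; values of inactives mirror those of a sister screen read the other way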
PLAP inhibitors HTS: PLAP enzyme inhibitors, biochemical, luminescence, HTS (AID 690); inhibition, % at 20 µM, or IC50 in µM where a hit was titrated; purified PLAP, luminescent substrate; higher % means a stronger effect; 0.08% of 96,000 active; in the data active = a potency from the dose series; inactive = the rest, 99 in 100 with inhibition below about 30%; also: strong numbers were not always called active
IL1B NFkB inh: inhibitors of IL-1B driven NFkB p65 nuclear import, primary screen, imaging, HUVEC, IL-1B stimulus, high-content imaging. 0.43% of 94,000 active. AID 796, 2007. HUVEC IL-1B NFkB p65 nuclear translocation imaging. inhibition, % at 2 µM;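 active = inhibition above about 30% together with a positive call from visual inspection of the well image, limit read from the data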;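 also: nuclear over cytoplasmic p65 intensity ratio measured by imaging; 0% = IL-1B stimulated DMSO wells and 100% = unstimulated DMSO wells; values of inactives mirror those of a sister screen read the other way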
MRP resist rev cytotoxicity: also measured in MRP resist rev; calls as there; viability, %; H69AR cells, CellTiter-Glo, 72 h; measured here: cytotoxicity without doxorubicin
MRP resist rev with doxorubicin: second read-out of MRP resist rev, no call of its own (marks repeat the call); viability, %; measured here: viability with 2 uM doxorubicin; stronger effect = lower value
IL1B NFkB inh cell count 2 µM: also measured in IL1B NFkB inh; calls as there; cell count; measured here: cells passing quality filter;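 raw number of nuclei counted in each imaged well without normalization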
IL1B NFkB pot cell count 2 µM: recorded beside IL1B NFkB pot, whose call it bears; cell count; measured here: cells passing quality filter
An asterisk follows results filed as active; / = no result given.

SMILES	MRP resist rev	MRP resist rev cytotoxicity	MRP resist rev with doxorubicin	Bcl-B TR3 displacers	IL1B NFkB pot	IL1B NFkB pot cell count 2 µM	PLAP inhibitors HTS	IL1B NFkB inh	IL1B NFkB inh cell count 2 µM
Cn1c(N2CCCCC2)nc2c1c(=O)n(Cc1cccc(Br)c1)c(=O)n2C	-4	34	39	3%	-11	90	27%	11	90
CCOC(=O)N1CCN(C(=O)CSc2cc(C)nc3c(-c4ccccc4OC)c(C)nn23)CC1	14	39	24	-16%	-1	157	-51%	1	157
COc1ccc(S(=O)(=O)N(CCCN2CCOCC2)Cc2cccc3ccccc23)cc1	5	87	82	1%	15	135	-78%	-15	135
CCN(C(=O)c1c(-c2ccccc2)noc1C)c1ccccc1	6	101	95	-8%	3	93	-4%	-3	93
CC1=NN(/C(=N\c2nnc(C)s2)Nc2ccccc2)[C@H](c2ccc(C)cc2)S1	-17	57	73	/	0	116	/	0	116
COc1ccc(C(=O)NC(=S)NC(C)(C)C)cc1Br	/	/	/	-5%	-13	143	-7%	13	143
CC(=O)Nc1ccc(NS(C)(=O)=O)cc1	5	99	94	20%	4	126	16%	-4	126
CCOC(=O)c1c(C)n(-c2ccc(C)cc2)c2c(C(C(C)=O)C(=O)O)c(Br)c(O)c(O)c12 (centres undefined)	/	/	/	14%	-22	143	-63%	22	143
Cc1cc(NC(=O)CCC(=O)N(CC(=O)NC2CCCC2)c2cccc(C)c2C)no1	15	101	85	/	4	80	/	-4	80
O=C(Nc1ccc(F)cc1)c1cccc2c1C(=O)N(Cc1ccccn1)C2	-1	71	71	5%	-10	6	-35%	10	6
Cc1nc(N2CCc3ccccc32)[nH]c(=O)c1CCC(C)C	-2	46	49	/	1	106	/	-1	106
COc1ccc(N2CCN(Cc3cc(=O)oc4cc(C)c(Cl)cc34)CC2)cc1	-2	24	27	0%	/	/	8%	/	/
CN1CCc2nc(SCc3ccc(C(C)(C)C)cc3)c(C#N)cc2C1	/	/	/	3%	2	133	-55%	-2	133
Cn1c(SCC(=O)c2ccccc2)nnc1-c1ccco1	13	96	83	/	2	92	/	-2	92
Cc1ccc(C)c2[nH]c(=O)c(CCNC(=O)c3ccc(Br)o3)cc12	14	82	67	/	-43	124	/	43*	124*
COc1ccc(C(=O)Oc2ccc(/C=N/O)cc2)cc1	-6	91	97	1%	/	/	14%	/	/
C/C(=N\NC(=O)c1cccc(Cl)c1)c1cccc(NC(=O)c2ccco2)c1	/	/	/	4%	14	98	-49%	-14	98
Cc1nc2ncnn2c(C)c1CCC(=O)NCc1ccco1	0	104	104	1%	-1	147	-10%	1	147
O=c1c2c3c(sc2nc2sc(CN4CCOCC4)cn12)CCCC3	-1	88	90	-5%	35	131	-23%	-35	131
COC(=O)c1sccc1-n1cccc1C(=O)NCc1ccccc1	/	/	/	-4%	3	141	-7%	-3	141
CCc1ccc(Cn2nnc(C(=O)Nc3cccc(C)c3)c2N)cc1	14	93	79	-3%	-2	184	14%	2	184
CCSc1nc(C(F)(F)F)cc(=O)n1-c1ccccc1	/	/	/	-2%	3	106	-6%	-3	106
Cc1nc2ccccc2n1CC(=O)NCCN1CCCC1	-17	87	104	/	1	101	/	0	101
O=C(Nc1nc2ccccc2[nH]1)c1ccccc1F	/	/	/	-4%	-2	87	-31%	2	87
Cc1ccc(-c2nnc(-c3ccc(NC(=O)c4cccs4)cc3)o2)cc1	/	/	/	0%	-18	146	8%	18	146

The list goes on; it opens with the 2 that closed the last part.
SMILES	MRP resist rev	MRP resist rev cytotoxicity	MRP resist rev with doxorubicin	Bcl-B TR3 displacers	IL1B NFkB pot	IL1B NFkB pot cell count 2 µM	PLAP inhibitors HTS	IL1B NFkB inh	IL1B NFkB inh cell count 2 µM
O=C(Nc1nc2ccccc2[nH]1)c1ccccc1F	/	/	/	-4%	-2	87	-31%	2	87
Cc1ccc(-c2nnc(-c3ccc(NC(=O)c4cccs4)cc3)o2)cc1	/	/	/	0%	-18	146	8%	18	146
O=c1c2ccccc2c(-c2ccccc2)nn1-c1ccc(Cl)c(Cl)c1	/	/	/	-4%	2	171	17%	-2	171
COc1ccc(C(=O)COC(=O)CN2C(=O)C3C4C=CC(C4)C3C2=O)cc1 (centres undefined)	5	99	95	-3%	-4	116	-20%	4	116
Cc1ccc(-c2nnn(CCC(=O)Nc3ccc4c(c3)OCO4)n2)cc1	-3	93	96	-26%	-12	85	-10%	12	85
Clc1ccc(OCCSc2ncccn2)c2ccccc12	2	90	88	6%	0	158	-2%	0	158
CCN(CC)CCOC(=O)C12CC3CC(CC(C3)C1)C2	1	97	96	4%	13	128	-24%	-13	128
N=C1C(c2nc(-c3ccc(Cl)cc3)cs2)=C(O)CN1CCCN1CCOCC1	0	62	62	-7%	9	155	-66%	-9	155
COc1ccc2[nH]c(=O)c(-c3noc(-c4ccc(F)cc4)n3)cc2c1	30	106	76	-13%	/	/	-32%	/	/
Cc1ccc(S(=O)(=O)N2C(=O)CCC2C(=O)NCc2ccco2)cc1 (centres undefined)	19	99	80	4%	6	129	8%	-6	129
O=C(CCCc1c[nH]c2ccccc12)N1CCOCC1	-1	93	94	8%	14	179	-17%	-14	179
Cc1ccc2c(n1)sc1c(N)ncnc12	-5	64	69	1%	/	/	-10%	/	/
O=C(C1CCCN(S(=O)(=O)c2cccc3cccnc23)C1)N1CCc2ccccc21 (centres undefined)	-31	58	89	-14%	-3	177	-39%	3	177
Cc1ccc(C(C(=O)NC2CCCC2)N(Cc2ccco2)C(=O)CCC(=O)Nc2cc(C)on2)cc1 (centres undefined)	-13	67	81	/	-3	148	/	4	148
O=c1cnc2ccccc2n1CC1CCCCC1	4	80	76	-15%	38	152	26%	-38	152
CCOC(=O)c1sc(C)c2c1NC(C)(c1ccccc1)NC2=O (centres undefined)	0	76	76	2%	-6	205	-8%	6	205
CCCCCCCCCOC(=O)C(CC(=O)O)N1CCOCC1 (centres undefined)	8	76	68	4%	7	72	-97%	-8	72
O=C(Nc1nnc(C2CC2)s1)c1cc2c(s1)CCCCCC2	/	/	/	-2%	7	111	2%	-7	111
CCN1CCN(c2nc3ccccc3nc2C(C#N)S(=O)(=O)c2ccc(C)cc2)CC1 (centres undefined)	12	105	93	1%	16	135	-47%	-16	135
CCn1c2ccccc2c2nnc(SCC(=O)NCCOC)nc21	13	101	88	-4%	16	176	19%	-16	176
O=C1c2ccccc2C(=O)N1CCCN1CCN(CCCN2C(=O)c3ccccc3C2=O)CC1	1	91	90	/	-98	11	/	98*	11*
CC1(C)CC(=O)C=C(Nc2ccc(F)cc2)C1	8	101	94	-4%	4	159	-10%	-4	159
O=C(CSc1nc2c(c(=O)n1-c1ccc(Cl)cc1)SCC2)N1CCOCC1	4	86	82	0%	8	141	-14%	-8	141
NC(=O)C1CCN(C(=O)c2ccc(-c3ccccc3)cc2)CC1	-4	90	95	-5%	16	45	10%	-16	45
CCCn1c(-c2cccnc2Cl)nc2cc(Cl)c(Cl)cc21	/	/	/	0%	-7	185	-19%	7	185
CN(C)C=NCCn1c(N2CCOCC2)nc2c1c(=O)n(C)c(=O)n2C	-6	94	100	0%	/	/	13%	/	/
CCn1c(CSCc2ccc(C)cc2)nnc1SCC(=O)N1CCN(c2ccccc2)CC1	/	/	/	2%	6	190	-73%	-6	190

Further results follow.
SMILES	MRP resist rev	MRP resist rev cytotoxicity	MRP resist rev with doxorubicin	Bcl-B TR3 displacers	IL1B NFkB pot	IL1B NFkB pot cell count 2 µM	PLAP inhibitors HTS	IL1B NFkB inh	IL1B NFkB inh cell count 2 µM
Cc1cccc(N2CCN(C(=O)COc3cc(=O)n(C)c4ccccc34)CC2)c1C	-153	78	231	3%	11	156	-40%	-11	156
CCSC1(SCC)N=C(N)C2(C#N)C(c3ccc(OC)c(OC)c3OC)C12C#N (centres undefined)	0	2	2	-3%	/	/	-24%	/	/
O=C(O)c1ccc2c(c1)C(=O)N(c1ccc(Cl)cn1)C2=O	-3	81	85	1%	12	34	13%	-12	34
CN(C)/C=N/C(=S)Nc1ccc(Br)cc1F	1	96	95	4%	-14	51	-8%	14	51
CCOc1ccccc1NC(=O)C1CCN(S(=O)(=O)c2ccc(OC)c(OC)c2)CC1	6	94	87	-6%	-8	125	-47%	8	125
O=C(c1cc2ccccc2c(=O)o1)N1CCc2ccccc2C1	5	97	92	5%	-5	158	1%	5	158
Cc1ccc(S(=O)(=O)NCCN2CCOCC2)cc1	25	105	81	7%	-31	122	12%	31*	122*
O=C(CSc1ccc2nnc(-c3ccncc3)n2n1)NCc1ccco1	13	88	74	4%	1	53	-7%	-1	53
CS(=O)(=O)N(CCc1ccccc1)CC(=O)NCC1CCCO1 (centres undefined)	-2	80	82	-6%	3	144	-25%	-3	144
CCC(C)NC(=O)c1ccc(CS(=O)(=O)c2ccc(OC)cc2)o1 (centres undefined)	3	91	88	4%	-3	62	10%	3	62
COc1ccccc1C(=O)Nc1ccc2c(c1)nc1n2CCSC1	1	77	76	-5%	17	105	-24%	-17	105
CN1CCN(C(=O)C2CC(=O)N(c3ccc(F)c(Cl)c3)C2)CC1 (centres undefined)	4	92	88	5%	-5	181	2%	5	181
CC1CCc2nn(CC(=O)NCCCN3CCCC3=O)cc2C1 (centres undefined)	4	102	98	7%	18	139	-14%	-18	139
CCn1c(SCC(=O)c2cccs2)nnc1-c1cccs1	-3	84	87	5%	26	141	9%	-26	141
CCSc1nnc(NC(=O)C(Cc2ccccc2)n2cccc2)s1 (centres undefined)	-1	93	94	18%	4	171	3%	-4	171
Cc1cc(-c2cccs2)c2c(n1)sc1c(=O)[nH]c(=O)[nH]c12	-14	93	107	1%	-10	136	3%	10	136
N#CCC1c2ccccc2CCN1C(=O)Nc1ccc(Cl)cc1 (centres undefined)	/	/	/	2%	-4	117	16%	4	117
Cn1c(SCC(=O)Nc2cc(=O)n(C)c(=O)n2C)nnc1C12CC3CC(CC(C3)C1)C2	9	90	81	-15%	/	/	-2%	/	/
Cc1ccc2[nH]c3c(N4CCc5ccccc5C4)ncnc3c2c1	-13	61	74	4%	6	122	-4%	-6	122
COc1ccc(CNC(=O)Nc2ccc(C)cc2)cc1	3	98	95	-7%	-6	149	-9%	6	149
COc1ccccc1C1C(C(=O)c2cc3ccccc3o2)=C(O)C(=O)N1CCN1CCOCC1 (centres undefined)	-1	100	101	-1%	-7	181	-67%	7	181
CCOCCCn1c(=N)c(C(=O)NCCN2CCOCC2)cc2c(=O)n3cccc(C)c3nc21	1	74	73	6%	4	112	/	-4	112
O=C(CN1C(=O)C2C3C=CC(C3)C2C1=O)NCc1ccco1 (centres undefined)	-4	81	84	/	-2	68	/	2	68
Cc1cc(C)n2cc(CSc3nnnn3-c3ccccc3)nc2n1	5	75	70	0%	7	147	10%	-7	147
O=C(CN1CCN(c2ccccc2)CC1)N1CCc2[nH]c3ccccc3c2C1	/	/	/	-5%	9	174	-36%	-9	174
O=C(Nc1ccc(Cl)c(C(F)(F)F)c1)NC1CC2CCCC(C1)N2C1CC1 (centres undefined)	-10	34	45	/	4	126	/	-4	126
CCc1nc(-c2ccccc2O)n(-c2ccccc2)n1	2	94	91	4%	24	148	-26%	-24	148
Cc1nn(Cc2ccc(F)cc2)c(C)c1NC(=O)c1cnn2c1NC(c1cccs1)CC2C(F)(F)F (centres undefined)	5	79	74	1%	23	158	-91%	-23	158

Single values from the entries so far.
Under IL1B NFkB inh cell count 2 µM, COc1ccccc1C(=O)Nc1ccc2c(c1)nc1n2CCSC1 shows 105
Under IL1B NFkB pot cell count 2 µM, CCOCCCn1c(=N)c(C(=O)NCCN2CCOCC2)cc2c(=O)n3cccc(C)c3nc21 shows 112

Quoted at random: 2 records from the list.
SMILES	MRP resist rev	MRP resist rev cytotoxicity	MRP resist rev with doxorubicin	Bcl-B TR3 displacers	IL1B NFkB pot	IL1B NFkB pot cell count 2 µM	PLAP inhibitors HTS	IL1B NFkB inh	IL1B NFkB inh cell count 2 µM
COc1ccc(CNC(=O)Nc2ccc(C)cc2)cc1	3	98	95	-7%	-6	149	-9%	6	149
Cc1cc(C)n2cc(CSc3nnnn3-c3ccccc3)nc2n1	5	75	70	0%	7	147	10%	-7	147

From PubChem

Only part of the results is shown, so the mix of outcomes need not match the whole.
